14-3-3 Bad inh: disrupts binding of bovine 14-3-3 zeta to phospho-Bad peptide; P63103; TR-FRET 14-3-3zeta/Dy647-pBad peptide displacement, 1 h; inhibition, % at 21.7 µM; 220,000 compounds, 0.71% hits;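 active means inhibition above about 70%, limit read from the data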;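 further: 0% = full 14-3-3 plus peptide FRET controls and 100% = background without 14-3-3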
KLK5 inh: inhibitors of human kallikrein 5; Q9Y337; recombinant hK5, fluorogenic AMC substrate cleavage; inhibition, % at 5 µM; 210,000 compounds, 0.59% hits; AID 873;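 active means inhibition of 40% or more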;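 further: 0% = enzyme controls without compound and 100% = no-enzyme blanks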
Target sequence (Q9Y337 67-293 limits assumed): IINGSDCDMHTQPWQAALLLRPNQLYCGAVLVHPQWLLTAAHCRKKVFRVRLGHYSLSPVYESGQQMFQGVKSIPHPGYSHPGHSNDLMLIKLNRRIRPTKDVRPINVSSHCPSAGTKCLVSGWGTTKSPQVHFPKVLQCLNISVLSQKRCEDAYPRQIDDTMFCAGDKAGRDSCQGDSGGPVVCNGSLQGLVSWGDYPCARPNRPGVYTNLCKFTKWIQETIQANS
Mdm2 ligase inh: Mdm2 E3 ligase (human) inhibition; Q00987; cell-based MDM2 ubiquitination luciferase reporter, 2 h; 0 = plate control, 100 = twice control, blank-subtracted; signal enhancement, % at 5 µM; 210,000 compounds, 0.11% hits; AID 1230;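 active means signal enhancement of 30% or more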;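 further: luminescence tracks abundance of the self-degrading MDM2-luciferase fusion protein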
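Buffer or medium: Cells held in DMEM | Assay system: Stable mammalian line carrying autodegrading MDM2–luciferase fusion reporter | Quantity: 2000 cells/well | Times: 4 h settle plus 2 h compound, 37 °C | Doses: One concentration, 5 µM, with 0.2% DMSO | Technique: Luminescence with SteadyLite reagent, 15 min at room temperature | Benchmarks: Plate controls and plate blanks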
eIF4E 4G PPI: inhibitors of eIF4E and eIF4G interaction in translation initiation; 220,000 compounds, 0.37% hits; inhibition, % at 21.7 µM; TR-FRET eIF4E-eIF4GI(517-606) binding, 2 h; AID 782; P63073+Q04637;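 active means inhibition above about 30%, limit read from the data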;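 further: 0% = full FRET control wells and 100% = background wells lacking eIF4GI fragment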
p97 ATPase inh: inhibitors of human p97 ATPase; P55072; recombinant p97 ATPase, Kinase-Glo ATP luminescence, 3 h; inhibition, % at 8 µM; 220,000 compounds, 0.42% hits; AID 1481; in the data active means inhibition above about 15%;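 further: 0% = DMSO vehicle and 100% = wells lacking enzyme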
FXIIa inh 1536: factor XIIa (human) inhibition; inhibition, % at 5 µM; purified FXIIa, Boc-QGR-AMC fluorogenic substrate, 2 h; 220,000 compounds, 0.3% hits; AID 800; in the data active means inhibition above about 40%;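 further: 0% = enzyme with no compound and 100% = blank without enzyme; many of its hits are not listed in these tables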
FXIa inh 1536: factor XIa (human) inhibition; P03951; purified FXIa, Boc-Glu-Ala-Arg-AMC fluorogenic substrate; inhibition, % at 5 µM; 220,000 compounds, 0.14% hits; AID 798;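 active means inhibition of at least 40%; inactive means inhibition below 40%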;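 further: fluorescence of freed AMC excited at 355 nm; 0% = enzyme without compound and 100% = no enzyme blank; many of its hits are not listed in these tables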
Target sequence (P03951 19-387 limits assumed): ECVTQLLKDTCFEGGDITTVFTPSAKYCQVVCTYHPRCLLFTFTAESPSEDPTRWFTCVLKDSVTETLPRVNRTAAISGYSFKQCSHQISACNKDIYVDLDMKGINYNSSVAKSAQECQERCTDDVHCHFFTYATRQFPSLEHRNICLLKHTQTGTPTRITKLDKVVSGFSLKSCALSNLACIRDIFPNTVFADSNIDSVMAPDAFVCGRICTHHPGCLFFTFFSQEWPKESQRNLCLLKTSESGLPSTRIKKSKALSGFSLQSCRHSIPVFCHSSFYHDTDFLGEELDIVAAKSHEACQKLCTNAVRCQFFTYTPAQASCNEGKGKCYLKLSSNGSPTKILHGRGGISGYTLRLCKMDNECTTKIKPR
Target sequence (P03951 388-625 limits assumed): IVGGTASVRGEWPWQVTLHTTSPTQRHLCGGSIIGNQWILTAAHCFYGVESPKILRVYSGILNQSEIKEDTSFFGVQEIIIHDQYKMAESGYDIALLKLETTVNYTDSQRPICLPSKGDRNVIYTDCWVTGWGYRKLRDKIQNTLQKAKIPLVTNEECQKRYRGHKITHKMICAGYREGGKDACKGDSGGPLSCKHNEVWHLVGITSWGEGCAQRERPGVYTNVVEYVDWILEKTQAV
Wee1 degr inh: inhibitors of human Wee1 degradation. P30291. HeLa Luc-Wee1K328M stability, luciferase luminescence; 100% = proteasome inhibitor MG132 effect. reporter increase, % at 5 µM. 220,000 compounds, 1.2% hits;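 active means activation above the mean of all tested compounds plus 3 SD, set per screening run, cut at about 8.8% in these data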;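 further: cells exposed to compound for 20 h before luminescence read; 0% = DMSO alone and 100% = MG132 at 30 µM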
Rad51 HR inh: Rad51 (human) homologous recombination inhibition | Q06609 | hRad51 DNA strand exchange, fluorescence dequenching | inhibition, % at 10 µM | 200,000 compounds, 0.085% hits;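 active means inhibition above 40% at the single screening dose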;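 further: 0% = DMSO control wells and 100% = blanks with heterologous ssDNA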
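material = hRad51 filaments on single-stranded DNA | reagent = Donor/quencher-labelled 47-bp dsDNA substrate | compound = 10 µM final, single point | schedule = strand-exchange reaction 15 min at room temperature | measured by = fluorescein emission 520 nm, excitation 485 nm | read-out basis = % inhibition versus plate control and blank means | benchmarks = plate controls and plate blanks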
* marks the source's active call; other numbers are inactive results; . = not tested or not shown; [ ] = remark or other dose. Rows were taken by chance. About 3.5% of those tested had a hit in this group.

Sequence of screens: 14-3-3 Bad inh, KLK5 inh, Mdm2 ligase inh, eIF4E 4G PPI, p97 ATPase inh, FXIIa inh 1536, FXIa inh 1536, Wee1 degr inh, Rad51 HR inh
[1] COc1ccc(NC(=O)C2CC(=O)N(C)C(=Nc3ccc4c(c3)OCO4)S2)cc1 (configuration not stated)
    -11, -2, -9, 0, -6, -4, -5, 0, -1
[2] NC(=O)c1ccc(Oc2ccc(Cl)cc2)c([N+](=O)[O-])c1
    0, 5, -12, -1, 5, 10, 4, 3, 20
[3] CCOC(=O)C(=CNc1ccccc1Cl)C(=O)OCC
    3, 0, ., -2, 4, 4, 0, -1, -7
[4] Cc1ccc(/C=N/NC(=O)CSc2nnc(-c3ccc(Cl)cc3)n2-c2ccccc2)o1
    -1, -9, -3, 5, 8, 13, 4, -3, -27
[5] COC(=O)c1cc(OC)nc2ccc(Br)cc12
    -12, -1, -12, -2, 3, 7, 2, 3, 13
[6] O=S(=O)(NC1c2cccc3cccc(c23)C1N1CCNCC1)c1ccccc1 (configuration not stated)
    4, 0, -9, -4, 4, 11, 1, 0, -20
[7] CCOC(=O)Oc1ccc2c(c1)C(C)=CC(C)(C)N2C(=O)OCC
    5, -12, 2, -3, -1, 13, 11, 0, .
[8] CC1CCN(CCNC(=O)CN(C)S(=O)(=O)c2cccc3nsnc23)CC1
    -3, -15, 13, 3, 3, 0, 3, 0, 0
[9] CC1CCCN(c2nc3nonc3nc2Nc2ccccc2F)C1 (configuration not stated)
    3, 21, -15, 0, 0, 33, 17, 0, -8
[10] CCc1ccc(NC(=O)CCN2C(=O)c3cccnc3C2=O)cc1
    -12, -23, 3, -8, -2, 2, -12, 1, 2
[11] O=C(/C=C/c1ccccc1Cl)N(c1ccccn1)C1CCCCC1
    -3, -6, -7, -1, -5, -5, -5, -4, -3
[12] Cc1c(C(=O)NCCN2CCOCC2)oc2ccccc12
    6, 3, 7, 4, -1, 7, 5, 3, 5
[13] O=[N+]([O-])c1ccc(Sc2cccc3cccnc23)cc1
    -5, 27, -21, -10, 3, 1, 2, 1, -3
[14] CCOc1ccc2[nH]c(=O)c(CN(CCc3ccccc3)C(=O)N3CCOCC3)cc2c1
    18, -25, -11, 5, 2, 12, 2, 0, .
[15] CCOC(=O)c1oc2ccc(S(=O)(=O)n3nc(-c4ccc(Cl)cc4)cc3N)cc2c1C
    18, -7, -5, -4, 3, 27, 3, 2, -4
[16] CCC(Sc1nc2cc3c(cc2c(=O)n1Cc1ccco1)OCO3)C(=O)NCCOC (configuration not stated)
    -16, -9, -17, -2, 2, 10, -1, -2, -1
[17] CCc1[nH]nc2c1C(c1cccc(OC(=O)N3CCOCC3)c1)C(C#N)=C(N)O2 (configuration not stated)
    1, 3, -14, 1, -1, 13, 1, -1, -1
[18] O=C(Cc1ccccc1)NCC(=O)OCC(=O)c1ccc(OC(=O)c2ccccc2)cc1
    8[fluorescence artefact?], 6, -6, -3, -2, 8, -2, -1, 2
[19] Oc1ccc(CN2CCN(Cc3ccccc3)CC2)c2cccnc12
    -11[fluorescence artefact?], -214, -25, 5, 4, 14, 0, -2, 2
[20] O=C(c1cc2ccccc2o1)N1CCN(S(=O)(=O)c2cccs2)CC1
    -4[fluorescence artefact?], -5, -9, 1, -3, 13, 3, 0, 4
[21] CCOC(=O)C1=NNC2C(=O)N(CC)C(=O)C12 (configuration not stated)
    -3, -17, -7, -5, 0, 12, -6, 1, 6
[22] O=C(C1=C[C@H](c2ccc(C(F)(F)F)cc2)C[C@H](OCc2ccc(CO)cc2)O1)N1CCN(Cc2ccc3c(c2)OCO3)CC1
    -8, -5, ., 0, -6, 9, -1, -2, 0
[23] COc1ccc(NCC(=O)N/N=C/c2ccc3c(c2)OCCO3)cc1
    2[fluorescence artefact?], 19, -10, 3, 3, 9, 5, 0, 3
[24] CC(C)(C)c1cc(C(=O)NNC(=O)c2ccc(C(F)(F)F)cc2)no1
    -3, 1, -17, 2, 5, 2, -13, 4, -1
[25] O=C(Cn1cnc2c(nnn2Cc2ccc(F)cc2)c1=O)Nc1cccc(F)c1
    -9, -5, -18, -1, 1, 4, -6, -3, 24
[26] O=C(Nc1ccc(N2CCOCC2)nc1)c1ccc(Cl)cc1
    -4, -9, 5, -7, 0, 11, 4, 5, -3
[27] CNS(=O)(=O)c1cccc(C(=O)OCC(=O)Nc2ccc(Cl)cc2F)c1
    -2, 3, -5, 3, 1, 6, 2, 9.8*, .
[28] Cc1csc(NC(=O)c2cc(=O)[nH]c3ccccc23)n1
    -4, 0, -11, 0, 0, 5, -3, 5, -17
[29] Cc1ccc(S(=O)(=O)N/N=C\c2cc3c(cc2Br)OCO3)cc1
    -2, -4, -23, -2, 7, 12, 3, 0, 5
[30] Cc1ccc(Oc2c(C)nc(-c3ccccc3)[nH]c2=O)cc1
    1, -6, -6, 6, -10, 7, 0, -1, -84
[31] Cc1ccc(Cn2c(CN(C)Cc3ccccc3)nc3c2c(=O)n(C)c(=O)n3C)cc1
    -1, -18, -14, 1[fluorescence artefact?], 0, 12, 4, 1, 6
[32] CC1=NN(C(=O)c2ccccc2Br)C(O)(c2cccnc2)C1 (configuration not stated)
    2, 15, -11, 3, 2, 11, -8, 0, -4
[33] CC(C)(C)NS(=O)(=O)c1ccc(NC(=O)Cc2ccccc2[N+](=O)[O-])cc1
    -3, 0, -1, 0, 4, 5, 5, 0, 4
[34] Cc1ccc(-c2c[n+](CC(=O)OCc3ccccc3)c3n2CCC3)cc1
    5, -9, -27, 1, 2, 18, 7, 1, 0
[35] COc1ccc(C2CC2/C(=N/O)c2ccccn2)cc1 (configuration not stated)
    -14, -6, -13, 3, -4, 2, -5, -6, -7
[36] O=C(Nc1ccc(C(F)(F)F)cc1-c1ccccc1)c1ccccc1
    2, -2, 0, 2, 0, 13, 5, -2, 0
[37] COc1cc(CC(=O)OCC(=O)Nc2ccc(S(=O)(=O)N3CCCC3)cc2)cc(OC)c1OC
    3, 6, -7, 0, 4, 18, 7, 1, 5
[38] CN(C)CCCNC(=O)/C(=C\C=C\c1ccccc1)NC(=O)c1ccc([N+](=O)[O-])cc1
    -14, 4, -16, -2, 3, 14, 4, 1, .
[39] COCCCNC(NC(=O)c1ccc(Br)cc1)C(Cl)(Cl)Cl (configuration not stated)
    2[fluorescence artefact?], -5, -16, 0, -6, 3, -9, -2, -1
[40] COc1ccccc1CNCc1cc(OC)c(OC)c(OC)c1
    9, -12, -20, 3, -1, 9, 0, -1, -16
[41] Cc1noc(NS(=O)(=O)c2ccc(N/C=C/C(=O)c3ccncc3)cc2)c1C
    -4, -11, -11, -8, 0, 2, -2, 3, .
[42] CC(C)(C)NC(=O)c1ccc(NC(=O)CSc2ccccc2)cc1
    -10, 1, -7, -4, 0, ., -1, 1, 3
[43] Cc1ccc(SC(=O)c2c([N+](=O)[O-])c(C)nn2C)cc1
    -4, 3, -8, -1, 10, 0, 4, -1, 16
[44] CC1Cc2nc(SCC(=O)N3CCCc4ccccc43)n(C)c(=O)c2S1 (configuration not stated)
    -3, -7, -19, 4, 7, 12, 1, 7, 1
[45] COc1cccc2[nH]c3c(N4CCC5(CC4)OCCO5)ncnc3c12
    3, -8, -3, -1, 4, -5, -6, -3, 9
[46] Cc1ccc(C)c(OCCCN2CCCC2)c1
    40, -26, -9, 4, 1, 3, 0, -1, -4
[47] Cc1csc(NC(=O)C2=NN(c3ccccc3)C(=O)CC2)n1
    -7, 5, -29, -3, 1, 9, 3, 2, 9
[48] c1ccc(Cn2c(NCc3ccco3)nc3ccccc32)cc1
    -14[fluorescence artefact?], -14, -16, 1[fluorescence artefact?], 7, 18, 3, -2, -3
[49] Cc1cnc(NC(=O)CSc2nnc(CNc3ccc(F)cc3)n2CC2CCCO2)s1 (configuration not stated)
    3, -9, 6, -3[fluorescence artefact?], 3, 14, 2, 4, .
[50] CCOc1cc(N2CCOCC2)c(OCC)cc1NC(=O)CN1C(=O)NC(CC(C)C)C1=O (configuration not stated)
    -12, -2, -13, -3, 1, 5, 1, -3, 8
[51] COc1ccc(C(=O)Cn2nnc(-c3ccccc3F)n2)cc1
    -7, -4, -10, 1, 0, -6, -17, 5, 0
[52] N#Cc1cccc(-n2c(-c3ccccc3)nnc2-c2ccccc2)c1C#N
    3, 1, -12, 3, 3, 13, 3, 3, 6
[53] CC(C)C(=O)NNC(=O)c1csc(CS(=O)(=O)c2ccc(Cl)cc2)n1
    -6, -3, 1, -4, 5, 4, -3, 2, .
[54] Cc1cc(OCCn2ccnc2)cc(C(C)C)c1
    4[fluorescence artefact?], -19, 11, 8, -3, 4, 0, -2, -11
[55] Cc1nc(SCc2ccc([N+](=O)[O-])cc2)nc2ccccc12
    2, 9, 2, 0, -1, 9, 8, 1, 6
[56] COc1cc(C2NC(=O)NC(C)=C2C(C)=O)ccc1O (configuration not stated)
    -1, -1, -8, 4, 8, -1, -4, 1, 0
[57] COc1ccc(C(=O)NC2CCN(C(=S)NCCc3ccccc3)CC2)cc1
    -6, 26, 3, -3, 1, 13, 1, 2, .
[58] Cn1cc(CNCC2CCCO2)c(-c2ccc(Oc3ccccc3)cc2)n1 (configuration not stated)
    -12, -2, 7, 1, -2, 19, -2, -4, 2
[59] Cc1cccc(N2C(=O)c3cccnc3C2=O)c1
    -4, -8, -7, -3, -7, 5, -4, -3, 7
[60] COc1ccc(CN=C2NN=C(c3cccc(OC)c3)CS2)cc1
    -12, -6, -8, -2, 3, 2, -4, -3, 5

More structures:
Sequence of screens: 14-3-3 Bad inh, KLK5 inh, Mdm2 ligase inh, eIF4E 4G PPI, p97 ATPase inh, FXIIa inh 1536, FXIa inh 1536, Wee1 degr inh, Rad51 HR inh
[61] COc1ccc(C(C)=O)cc1CN1C(=O)NC2(CCCCCC2)C1=O
    -5[fluorescence artefact?], -1, ., -8[fluorescence artefact?], 1, 8, -6, -2, 4
[62] Cc1cc(N2CCN(S(=O)(=O)c3ccc(Cl)c(Cl)c3)CC2)c2ccccc2n1
    7, -4, -4, 3, -12, 4, -4, -1, -7
[63] CC1=CSC2=NS(=O)(=O)CCN12
    -6, -5, 4, -5, 3, -1, -3, -1, .
[64] COC(=O)CCC(=O)OC1(C)C(=O)C=C2C=C(C3CC3)N(Cc3ccc(OC)cc3)C=C2C1=O (configuration not stated)
    1, 1, 9, 2, ., 8, 2, ., -6
[65] Cc1nn(C2CCS(=O)(=O)C2)c(Cl)c1/C=C/C(=O)OCC(=O)c1cc(C)n(-c2ccc(F)cc2)c1C (configuration not stated)
    1, -11, -13, 5, -8, -9, -13, 5, -5
[66] CCNc1nc(C(=O)O)nc(N2CCOCC2)n1
    23, 3, -3, 3, 0, 10, 2, 4, 8
[67] COC(=O)COc1cccc2c(=O)n(CC(=O)N3CCC(C)CC3)ccc12
    7, 1, -8, -1, 3, 10, 1, -1, .
[68] O=C(NCc1ccc(F)cc1)c1cc2sccc2n1Cc1ccc(F)cc1
    -10, -13, -5, 2, -6, 3, -2, -1, -10
